# Sm TGR inh – qHTS Assay for the Inhibitors of Schistosoma Mansoni Peroxiredoxins; Schistosoma mansoni thioredoxin glutathione reductase (TGR), Q962Y6; Potency, µM (titrated, usually from 114 µM), without a hit: top-dose activity change, negative = inhibition, usual class: inhibitors; AID 485364, 2010; hit rate 3% among 360,000; purified TGR, DTNB reduction, TNB absorbance 405 nm; note: potency is the fitted concentration of half-maximal effect; nearly all actives have a fitted effect of over 60% in size
#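 Kinetic colorimetric format: TGR-catalysed, NADPH-driven DTNB reduction monitored via TNB absorbance. Enzyme dispensed at 20 nM; compound exposure 15 min at room temperature before reaction start.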
# HCV inh – qHTS Assay for Inhibitors of Hepatitis C Virus (HCV) | hit rate 3.4% among 340,000 | Potency, µM (doses to about 41.8 µM), without a hit: top-dose activity change, negative = inhibition, hits mostly inhibitors | Huh7.5.1 HCVcc-Cre infection, luciferase reporter, 44 h; note: potency is the fitted concentration of half-maximal effect
#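 Reporter virus HCVcc-Cre (~0.5 moi) infects cells exposed to compound; seeding density 1,000 cells/well with 4 h settling beforehand. Luminescence, 15 sec read, taken 44 h post-infection following a 15 min RT substrate incubation.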
# AmpC no deterg – qHTS Inhibitors of AmpC Beta-Lactamase (assay without detergent) | P00811 | AmpC nitrocefin hydrolysis, absorbance 480 nm, 0.0001% Triton | Potency, µM (highest dose often 57.1 µM), for inactives: top-dose activity change, negative = inhibition, actives largely listed as inhibitors | hit rate 0.52% among 330,000 | AID 485341, 2010;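 note: potency is the fitted concentration of half-maximal effect; plate controls were no compound for no effect and no enzyme for full effect; nearly all actives have a fitted effect of over 20% in size; some results filed as inactive show a strong effect at the top dose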
# Target sequence (P00811 whole entry, looked up): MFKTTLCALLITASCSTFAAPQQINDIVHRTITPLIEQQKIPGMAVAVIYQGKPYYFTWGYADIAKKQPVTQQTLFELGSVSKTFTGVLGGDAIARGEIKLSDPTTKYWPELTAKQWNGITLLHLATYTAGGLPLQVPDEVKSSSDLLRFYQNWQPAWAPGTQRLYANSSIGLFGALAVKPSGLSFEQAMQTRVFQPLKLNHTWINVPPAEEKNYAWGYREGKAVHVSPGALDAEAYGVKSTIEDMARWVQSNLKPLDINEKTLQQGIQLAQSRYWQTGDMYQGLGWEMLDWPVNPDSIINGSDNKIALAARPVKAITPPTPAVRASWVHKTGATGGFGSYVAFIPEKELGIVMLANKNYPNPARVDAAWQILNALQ
#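 20 mM phosphate pH 7.0 + 0.01% (detergent screen) or 0.0001% Triton X-100; 5.3 nM AmpC reagent; cpd preinc 15 min RT; nitrocefin (800 uM stock) to start; A480 q20 s × 4 min; Activity was normalised to no-enzyme and no-compound control wells.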
# HCMV antiviral – qHTS Assay for inhibitors of the human cytomegalovirus (HCMV) | hit rate 4.5% among 410,000 | activity change, negative = inhibition, % at 57.5 µM | HFF cells, HCMV-luciferase reporter, 72 h; stronger effect = lower value; in the data active = activity change below about -60%; inconclusive = no clear call, values can overlap the other calls; inactive = above about -39%
#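 Luciferase read-out from HCMV-luciferase-infected HFFs (MOI 1 PFU/cell) 72 h post infection at 37C; compounds added after 16 h cell attachment; activity normalized between buffer-only basal and Salinomycin (10uM) inhibitor controls.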
# Giardia FBPA inh – qHTS Assay for Inhibitors of Fructose-1,6-bisphosphate Aldolase from Giardia Lamblia; A8B2U2; purified Giardia FBPA; Potency, µM (series often up to 59.6 µM), without a hit: at the top dose activity, negative = inhibition, most hits filed as inhibitors; hit rate 0.71% among 290,000; note: potency is the fitted concentration of half-maximal effect; nearly all actives have a fitted effect of over 55% in size
# Target sequence (A8B2U2 whole entry, looked up): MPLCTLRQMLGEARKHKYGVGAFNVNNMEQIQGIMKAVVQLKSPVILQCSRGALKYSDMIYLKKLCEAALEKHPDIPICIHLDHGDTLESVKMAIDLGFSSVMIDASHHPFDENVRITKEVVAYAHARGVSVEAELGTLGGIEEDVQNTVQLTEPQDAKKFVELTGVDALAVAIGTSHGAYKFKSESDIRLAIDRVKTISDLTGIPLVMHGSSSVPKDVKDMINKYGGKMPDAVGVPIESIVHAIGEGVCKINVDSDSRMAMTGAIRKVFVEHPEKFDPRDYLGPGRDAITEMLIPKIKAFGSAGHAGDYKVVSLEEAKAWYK
#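 40 nM FBPA preincubated 10 min at RT with compound (up to 57.5 uM final), then substrate plus GAPDH/TPI/NAD/arsenate coupling and diaphorase/resazurin added. Fluorescence read after 20 min at RT, 525/598 nm.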
# AmpC detergent – qHTS Inhibitors of AmpC Beta-Lactamase (assay with detergent); P00811; AmpC hydrolysis of nitrocefin, absorbance 480 nm, 0.01% Triton; Potency, µM (doses to about 114 µM), inactives show at the highest dose activity change, negative = inhibition, usual class: inhibitors; hit rate 0.041% among 370,000; AID 485294, 2010;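 note: potency is the fitted concentration of half-maximal effect; 0% = no-compound wells and -100% = no-enzyme wells; nearly all actives have a fitted effect of over 25% in size; some results filed as inactive show a strong effect at the top dose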
#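 20 mM phosphate pH 7.0 + 0.01% (detergent screen) or 0.0001% Triton X-100; 5.3 nM AmpC reagent; cpd preinc 15 min RT; nitrocefin (800 uM stock) to start; A480 q20 s × 4 min; Activity was normalised to no-enzyme and no-compound control wells.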
# Numbers without * were called inactive; ? = inconclusive; · = no result given; [ ] = dose if it differs, or a comment. Unless noted, calls come from the whole dose curve; as a rule, active = well fitted curve in the direction sought with a large enough effect; inconclusive = small, poorly fitted or top-dose-only effect, or another doubt; inactive = no such curve, though single readings can be large; an effect the other way counts as inactive or inconclusive. Unless noted, % is set by controls: 0 for no effect and ±100 for the full control effect.
Structure	Sm TGR inh	HCV inh	AmpC no deterg	HCMV antiviral	Giardia FBPA inh	AmpC detergent
Cc1ccccc1Nc1nc(N)nc(COC(=O)c2ccc(O)cc2)n1	-17%	-7%	-14%	-6	12%	-4%
Cc1cc(NS(=O)(=O)c2ccc(NC(=O)C(F)(F)F)cc2)nc(C)n1	3%	-1%	-12%	9	-24%	?
COc1ccccc1/C=C/C(=O)NC(=S)N(C)C1CCCCC1	3%	7%	-29%	-27	0%	-12%
Cc1cc(Nc2cc(F)ccc2C)n2ncnc2n1	-3%	16%	28µM*	-17	-5%	-4%
Cn1c(N2CCOCC2)c(/C=N/OC(=O)c2ccc(F)cc2)c2ccccc21	3%	3.5µM*	-15%	-95*	4%	6%
Nc1nc(NCCOCCO)nc(N2CCCCCC2)c1[N+](=O)[O-]	0%	-19%	-9%	18	-2%	-5%
CN(C(=O)CC1C(=O)NCCN1Cc1ccccc1C(F)(F)F)C1CCOCC1 (stereo not drawn)	-24%	9%	31%	7	·	-13%
CC(C)(C)NC(=O)CSc1nnc(SCC(=O)NC(C)(C)C)s1	-11%	16%	-13%	12	4%	1%
CN(C(=O)COC(=O)c1ccccc1SCC(=O)N1CCCC1)C1(C#N)CCCCC1	-9%	9%	-4%	-15	·	-6%
O=C(c1ccccc1)N1CCN(C(=O)c2cc3ccccc3o2)CC1	4%	-13%	-7%	-29	2%	?
COC(=O)C1=C(C)N(c2cc(Cl)cc(Cl)c2)C(=O)C1	?	?	-13%	-38	0%	-18%
O=C(NN1CCOCC1)c1ccc(Cl)s1	-1%	9%	-8%	-31	5%	-7%
c1ccc(P(c2ccccc2)c2ccccn2)cc1	2%	-9%	2%	-13	0%	-5%
CC(Nc1nc(C(F)(F)F)nc2ccccc12)c1cccs1 (stereo not drawn)	8%	10µM*	-30%	?	1%	?
Cc1nc(N2CCN(C(=O)CCC(=O)O)CC2)c2c(C)c(C)sc2n1	-6%	30%[activator]	-23%	43	1%	-6%
CSc1ccc(S(=O)(=O)NCC(=O)OC(C)C(=O)NCc2ccccc2)cc1[N+](=O)[O-] (stereo not drawn)	-6%	4%	-5%	4	·	-18%
CCC(NC(=S)NCc1ccccc1)C(=O)O (stereo not drawn)	3%	7%	-14%	-18	-3%	-2%
Cc1ccc(C)c(Cn2c3ccccc3c3cnn(CC(=O)NCC(C)c4ccccc4)c(=O)c32)c1 (stereo not drawn)	-12%	·	·	-11	·	27%
CCCCn1c(N)c(N(CC(C)C)C(=O)Cn2c(=O)cnc3ccccc32)c(=O)[nH]c1=O	5%	0%	-9%	7	·	2%
COCCN1CCN(Cc2nc(Cc3ccc(OC)c(OC)c3)no2)CC1	-2%	9%	-3%	11	6%	-5%
Cc1ccc2oc(-c3cc(NC(=O)c4oc5ccccc5c4C)ccc3Cl)nc2c1	7%	·	·	4	·	13%
CCCn1c(SCC(=O)N2CCc3ccccc32)nnc1-c1ccncc1	1%	·	-8%	55	-8%	-21%
O=C(NCc1cccnc1)C(=O)N/N=C/c1ccccc1[N+](=O)[O-]	1%	9%	-12%	31	0%	-4%
O=C(CSc1nc2ccccc2s1)Nc1nccs1	-17%	15%	-30%	-21	0%	0%
Cc1ccc(O)c(C(=O)c2coc(=N)c(C(=O)NC(C)C)c2)c1	12%	-11%	-29%	17	8%	4%

# Continuation.
Structure	Sm TGR inh	HCV inh	AmpC no deterg	HCMV antiviral	Giardia FBPA inh	AmpC detergent
Cc1ccccc1C(=O)NC=C1C(=O)OC(C)(C)OC1=O	-5%	5%	-15%	?	-10%	?
COc1ccccc1N(CC(=O)NC1CCCCC1)C(=O)CNC(=O)c1cccs1	-9%	-17%	14%	46	11%	-6%
COc1ccc(C(=O)NCC(c2ccc(N(C)C)cc2)N2CCc3ccccc32)cc1OC (stereo not drawn)	-2%	·	·	?	·	-7%
CC(NC(=O)C(=O)NCC1CCCO1)c1ccccc1 (stereo not drawn)	15%	-18%	-20%	-12	2%	-10%
O=c1cc(-c2ccccc2)oc2cc(O)c(O)c(O)c12	·	-19%	-30%	59	10µM*	·
COc1cc2c(=O)n(CCc3ccccc3)c(=O)n(CC(=O)Nc3ccccc3)c2cc1OC	2%	·	·	?	·	-7%
CCNC(=O)COC(=O)c1cc(C)n(-c2ccccc2)c1C	5%	7%	-7%	2	4%	-15%
O=C(CSc1cn(CCNC(=O)c2c(F)cccc2F)c2ccccc12)Nc1ccccc1F	11%	·	·	-19	·	-1%
CNC(=O)C(Sc1nc(C)nc2c1oc1ccccc12)C(C)=O (stereo not drawn)	6%	14%	-1%	28	-9%	7%
COc1cccc(-c2nc(CS(=O)CC(=O)NCc3ccccc3Cl)c(C)o2)c1 (stereo not drawn)	32µM*	?	70%[activator]	21	-1%	4%
Cc1ccc(C)c(NC(=S)NCc2ccccc2)c1	-16%	-19%	-13%	6	-11%	?
CCC1CCCCN1CCCNC(=O)c1nn(C)c2c1CS(=O)(=O)c1ccccc1-2 (stereo not drawn)	0%	-25%	-7%	?	·	-7%
Cc1csc(=O)n1CC(=O)Nc1nc2ccccc2s1	-8%	-5%	-39%	-3	·	-25%
Cc1ccc(N=Nc2c(=O)[nH]n3c(=O)cc(C)[nH]c23)cc1	-22%	26%	-20%	-6	-7%	-4%
O=C(Nc1ccc(Cl)cn1)C1C(c2ccccc2)C1(Cl)Cl (stereo not drawn)	-7%	-20%	-38%	-25	1%	2%
COC(=O)c1cnc(Nc2ccc(Cl)cc2)c([N+](=O)[O-])c1	8%	4%	-9%	1	6%	9%
Cn1cnc2c1c(=O)n(Cc1ccc(Cl)cc1Cl)c(=O)n2C	8%	-2%	30%	18	8%	?
Cc1cc(Br)ccc1SCC(=O)OCC(=O)NC(C)c1ccccc1 (stereo not drawn)	-14%	0%	-7%	-14	2%	-12%
Cc1ccccc1CNc1ccc(C(CC(N)=O)NC(=O)c2ccc(Br)cc2)cc1[N+](=O)[O-] (stereo not drawn)	6%	?	-44%	3	4%	3%
CC(C(=O)O)n1nnc2ccccc21 (stereo not drawn)	9%	11%	-9%	-10	5%	5%
Fc1cccc(-n2ncc3c2ncn2nc(Cc4ccccc4)nc32)c1	4%	·	·	?	·	-4%
COc1ccc(Nc2cc(C(=O)NC3CCC(C)CC3)c3ccccc3n2)cc1OC (stereo not drawn)	6%	·	·	48	·	3%
CCN(CC)C(=O)CSC(Nc1ccc(F)cc1)=C(C#N)C#N	-17%	0%	14µM*	15	-10%	2%
Cc1ccc(NC(=O)COC(=O)c2cccnc2)c(C)c1	·	11%	5%	?	-8%	-7%
COc1ccc(-c2[nH]ncc2CN(C)Cc2c(C)n[nH]c2C)c(OC)c1	·	0%	-13%	-22	5%	1%

# Other records
Structure	Sm TGR inh	HCV inh	AmpC no deterg	HCMV antiviral	Giardia FBPA inh	AmpC detergent
CCOc1cc(C(C#N)N2CCCCC2)ccc1OC (stereo not drawn)	-13%	18%	-18%	-5	3%	-1%
Cc1onc(-c2ccccc2)c1C(=O)OCC(=O)Nc1ccccc1	-2%	-26%	-6%	-27	·	-2%
COc1cc(OC)c2c(C)cc(=O)oc2c1C(CCN1CCOCC1)c1ccc2c(c1)OCO2 (stereo not drawn)	8%	?	186%[activator]	23	7%	3%
Cc1ccc(Cn2c(CNC(=O)c3ccc(Cl)c([N+](=O)[O-])c3)nc3cccnc32)cc1	-21%	·	·	?	·	-9%
O=C(Nc1ccc(N2CCCC2)c(Cl)c1)c1ccco1	-28%	?	-6%	-90*	-18%	?
Cc1nnc(N(C(=O)c2cnccn2)c2ccccc2)s1	6%	2%	-7%	23	0%	?
O=C(Cc1ccccc1)NCCc1cnc[nH]1	-23%	14%	-16%	-25	-22%	-11%
CC(=O)c1ccc(N(C(=O)c2csnn2)C(C(=O)NC2CCCC2)c2ccccc2)cc1 (stereo not drawn)	10%	?	-6%	1	-4%	-13%
Cc1ccc(NC(=O)c2ccc(S(=O)(=O)N3CCCC3)cc2)nc1	-3%	-1%	-18%	-9	·	?
CCOC(=O)C(C)(CC)NC(=O)CSP(=S)(OCC)OCC (stereo not drawn)	-6%	-2%	27%	-21	0%	2%
O=C(CSc1cn(CCNC(=O)c2ccccc2F)c2ccccc12)Nc1ccccc1F	-1%	·	·	1	·	-1%
Cc1cc(C(F)F)nn1CC(=O)Nc1cc([N+](=O)[O-])ccc1F	-11%	6%	-12%	-29	1%	-8%
CCn1cc(C2N3CC4(CC)CN2CC(CC)(C3)C4=O)c2ccccc21 (stereo not drawn)	-3%	·	·	-2	·	22%
COc1cc(OC)cc(C(=O)N2CCN(Cc3ccccc3C(F)(F)F)CC2)c1	-14%	-28%	100%[activator]	33	?	2%
COc1ccccc1Nc1nnc(SCc2cc(=O)n3cc(C)ccc3n2)s1	0%	?	-1%	-23	?	?
Cn1nnnc1SCc1nnc(-c2ccc(F)cc2)o1	-4%	-2%	-8%	132	5%	-13%
CCOC(=O)c1c(S(=O)(=O)Nc2ccc(F)cc2C)c(C)n(C)c1C	-5%	-18%	0%	15	-5%	-12%
CC1(C)NC(=O)N(CCCSc2ccc(Cl)cc2)C1=O	5%	-5%	12%	-13	-1%	?
CC(=O)c1c(C)[nH]c(C(=O)OCC(=O)NCCC(C)C)c1C	16%	11µM*	-12%	-27	-3%	?
O=C1CC(=O)C(n2cncn2)C(c2c(F)cccc2Cl)C1 (stereo not drawn)	0%	8%	-21%	31	-13%	-5%
CC(=O)Nc1ccc(S(=O)(=O)N(C)c2ccccc2)cc1	-13%[11.4 µM]	-12%	-17%	-15	2%	-11%
COC(=O)Cc1ccc(NC(=S)Nc2ccc(N3CCOCC3)cc2)cc1	-28%	5%	-14%	-34	-6%	-7%
O=c1c2c3c(sc2ncn1/N=C/c1ccc([N+](=O)[O-])o1)CCCC3	-11%	14%	-26%	-6	-23%	-9%

# Some of the entries above in a different format.
Cc1nnc(N(C(=O)c2cnccn2)c2ccccc2)s1
  Sm TGR inh = 6%
  HCV inh = 2%
  AmpC no deterg = -7%
  HCMV antiviral = 23
  Giardia FBPA inh = 0%
  AmpC detergent = ?

Cc1onc(-c2ccccc2)c1C(=O)OCC(=O)Nc1ccccc1
  Sm TGR inh = -2%
  HCV inh = -26%
  AmpC no deterg = -6%
  HCMV antiviral = -27
  Giardia FBPA inh = ·
  AmpC detergent = -2%

COc1cc(OC)c2c(C)cc(=O)oc2c1C(CCN1CCOCC1)c1ccc2c(c1)OCO2 (stereo not drawn)
  Sm TGR inh = 8%
  HCV inh = ?
  AmpC no deterg = 186%[activator]
  HCMV antiviral = 23
  Giardia FBPA inh = 7%
  AmpC detergent = 3%

Cn1nnnc1SCc1nnc(-c2ccc(F)cc2)o1
  Sm TGR inh = -4%
  HCV inh = -2%
  AmpC no deterg = -8%
  HCMV antiviral = 132
  Giardia FBPA inh = 5%
  AmpC detergent = -13%

# Compounds were not picked by outcome. Share with any hit: about 9.9%.
